# Assay outcomes from PubChem BioAssay.
# CaV13 FRET inh: Primary screen for inhibitors of IQ motif and Ca2+-dependent inactivation inhibitor domain binding in CACNA1D, Förster resonance energy transfer in living cells, …; HEK cells, CFP/YFP FRET ICDI-IQ, plate reader, 10 min; percent FRET-ratio fall versus neutral wells; inhibition, % at 12.3 µM; actives 0.098% (n = 340,000); AID 743397;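 active = mean replicate inhibition of at least 30% and at least 1% of replicates passing that level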;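 note: 0% = median of the neutral control wells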
# Cardio protect: cardioprotection against H2O2-induced cell death, primary screen, uHTS, H9c2 cells, ATPLite luminescence; H9c2 cardiomyocytes, H2O2 injury protection, 2 h; protection from H2O2 cell death, % at 20 µM; actives 0.63% (n = 360,000);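 active = compounds giving at least 50% protection of heart cells from peroxide-induced death in the single-dose screen, raw or plate-pattern-corrected value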;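 note: 0% = DMSO wells with peroxide and 100% = DMSO wells without peroxide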
# PDI turbidity: inhibitors of human PDI, primary screen, biochemical, turbidity, single point, plate reader; actives 0.052% (n = 350,000); Protein disulfide-isomerase (Homo sapiens), P07237; AID 588391, 2011; inhibition, % at 10 µM; PDI insulin aggregation turbidity, A650, 90 min;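 active = mean inhibition across replicates of 30% or more, whatever share of single replicates reach that level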;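 note: absorbance from insulin aggregation driven by PDI reduction with DTT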
# hiPSC survival: enhancers of single-cell hiPSC survival, primary screen, ATPlite luminescence; 100% = ROCK inhibitor wells, 0% = DMSO; actives 0.044% (n = 360,000); survival enhancement, % at 20 µM; AID 602274, 2012; in the data active = survival enhancement above about 18%;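 note: cells exposed to compounds for 16 hours before the ATP read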
# Glyco luc inh: increase of ERlucT glycosylation luciferase signal, primary screen, N-linked glycosylation inhibitor project, D54 ERlucT cells, luminescence, set 2; reporter increase, % at 12.5 µM; actives 0.23% (n = 360,000); D54 ERlucT glycosylation luciferase reporter, 24 h; percent of 100 nM tunicamycin response;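 active = mean luciferase reporter signal, scaled so untreated is 0 and the glycosylation-blocking control 100, at or above a set limit in every replicate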;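 note: luciferase carries N-glycosylation sites so blocking glycosylation raises the light; 0% = median of neutral control wells and 100% = median of 100 nM tunicamycin wells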
# ABCB6 inh 2: ABCB6 transporter inhibitors, primary screen, K562-ABCB6 cells, flow cytometry, MLPCN library. ATP-binding cassette sub-family B member 6 (Homo sapiens), Q9NP58. K562-ABCB6 porphyrin accumulation, 1 h; hits give low values. fluorescence ratio to DMSO, % at 10 µM. actives 0.19% (n = 360,000). AID 602162, 2011;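 active = fluorescence ratio to DMSO below 75%, the collection mean minus 3 SD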;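 note: signal is porphyrin accumulated inside mitochondria; 100% equals median channel fluorescence of DMSO control wells; lower ratio means ABCB6 inhibition with less porphyrin fluorescence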
# Target sequence (Q9NP58 whole entry, looked up): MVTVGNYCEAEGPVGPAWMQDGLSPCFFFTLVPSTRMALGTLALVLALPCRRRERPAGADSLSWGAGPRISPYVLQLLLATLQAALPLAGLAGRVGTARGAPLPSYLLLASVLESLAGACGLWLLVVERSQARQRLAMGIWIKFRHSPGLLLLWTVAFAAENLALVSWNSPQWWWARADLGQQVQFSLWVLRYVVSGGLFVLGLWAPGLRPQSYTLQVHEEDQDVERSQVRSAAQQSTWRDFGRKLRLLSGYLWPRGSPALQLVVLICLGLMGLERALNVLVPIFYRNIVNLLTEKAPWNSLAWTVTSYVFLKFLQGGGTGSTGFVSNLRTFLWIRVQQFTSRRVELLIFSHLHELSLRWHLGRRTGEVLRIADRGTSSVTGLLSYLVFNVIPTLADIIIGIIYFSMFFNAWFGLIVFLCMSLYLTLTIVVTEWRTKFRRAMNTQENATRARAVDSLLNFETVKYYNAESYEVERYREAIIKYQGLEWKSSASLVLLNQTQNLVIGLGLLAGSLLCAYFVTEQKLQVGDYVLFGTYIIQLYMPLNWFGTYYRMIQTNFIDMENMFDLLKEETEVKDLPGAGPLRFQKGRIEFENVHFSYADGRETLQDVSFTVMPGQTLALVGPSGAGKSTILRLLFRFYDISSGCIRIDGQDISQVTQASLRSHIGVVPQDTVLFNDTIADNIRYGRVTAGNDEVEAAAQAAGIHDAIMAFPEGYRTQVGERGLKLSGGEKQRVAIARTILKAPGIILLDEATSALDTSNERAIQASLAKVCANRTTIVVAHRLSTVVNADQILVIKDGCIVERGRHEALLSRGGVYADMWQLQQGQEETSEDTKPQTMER
# Vif inh: HIV Vif self-association inhibitors, primary screen, imaging, HEK293T, single point. AID 602346, 2012. actives 0.35% (n = 340,000). HEK293T cells, Vif self-association by quenched fluorescence, 24 h. inhibition, % at 7.49 µM; in the data active = inhibition above about 50%, passing the limit was not always enough; note: some results filed as inactive read as strong as hits
# aDG glyco up: activators of alpha-DG glycosylation, primary screen, uHTS, Pro5-aDG cells, AlphaScreen; alpha-DG glycosylation AlphaScreen (IIH6); 0% Pro5, 100% B10-LARGE cell signal; activation, % at 10 µM; actives 0.22% (n = 360,000); AID 624168, 2012;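 active = activation of at least 8% versus controls, or a plate z-score of at least 8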;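 note: Pro5 are CHO cells carrying HIG-tagged alpha-DG that lacks glycosylation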
# m5-HT2A agonist: mouse Htr2a agonists via beta-arrestin recruitment, primary screen, cell-based, luminescence | 5-hydroxytryptamine receptor 2A (Mus musculus), P35363 | CHO-K1 mHTR2A beta-arrestin complementation; percent of 30 µM serotonin response | activation, % at 7.6 µM | actives 0.66% (n = 360,000) | AID 624169, 2012;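 active = activation above a run cutoff, the mean activation of all tested compounds plus 3 SD, cut at about 14% in these data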;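 note: 0% = plate median of compound wells and 100% = 30 µM serotonin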
# Granule exo inh: LAMP-1 surface exposure blockers, TALL-104 cells – cell-based, flow cytometry, MLPCN library, primary screen. inhibition, % at 10 µM. TALL-104 LAMP-1 surface exposure; cells stimulated with thapsigargin and PMA. actives 0.66% (n = 360,000);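 active = inhibition above about 55%, limit read from the data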
# Active calls of the source: *; · = not tested or not shown; & = joins results of further samples.
# Each structure is followed by: CaV13 FRET inh	Cardio protect	PDI turbidity	hiPSC survival	Glyco luc inh	ABCB6 inh 2	Vif inh	aDG glyco up	m5-HT2A agonist	Granule exo inh
NS(=O)(=O)c1cccc(NC(=O)CSc2nc3ccccc3n2-c2ccccc2)c1
→ -7	1	-4	-0.5	-3	96	-13	0.6	2	0
Clc1ccc2c(c1)C(N1CCNCC1)=Nc1ccccc1O2
→ -5	-8	-2	-0.5	-1	101	-4	0.2	-8	-2
COc1ccccc1-c1cc(C(=O)N2CCN(c3ccccc3)CC2)no1
→ -3	-1	6	-0.2	1	100	8	0.0	0	-5
CC1CC(C(F)(F)F)n2nc(C(=O)O)cc2N1 (stereo not given)
→ -9	6	-1	-0.5	1	98	12	-0.2	2	0
CN(NS(=O)(=O)c1cccs1)c1ncc(C(F)(F)F)cc1Cl
→ ·	14	-7	-0.4	2	91	3	0.2	3	-2
Cc1ccc(NC(=O)c2cccs2)cc1NC(=O)c1ccc(F)cc1
→ -21	-1	3	-0.3	-5	93	-2	0.0	-3	4
O=C(COc1ccc([N+](=O)[O-])cc1)NNC(=O)Nc1ccccc1F
→ -2	-3	-9	1.3	3	101	34	0.0	4	-2
Cc1ccc(/C=C/C(=O)NCc2cccs2)c(C)c1
→ -3	-10	2	0.5	-1	98	9	0.2	-4	6
CNC(=O)NC1CCCCc2sccc21 (stereo not given)
→ -6	-3	-2	-0.1	0	96	-1	-0.3	3	-5
Cc1cc(NC(=O)CN(C)CC(=O)Nc2ccc(F)c(F)c2F)no1
→ -6	10	-14	-0.4	0	100	4	0.1	0	10
Cc1nc(N/N=C/c2ccc(O)cc2O)cc(N2CCOCC2)n1
→ 1	37	2	-0.6	-9	95	-3	0.0	-11	2
CCOC(=O)N1CCN(C(=O)c2cc(S(=O)(=O)N3CCc4ccccc43)ccc2OC)CC1
→ -6	-8	8	-0.6	-1	97	6	0.0	-3	12
Cc1ccc(C(=O)N/C(=C\c2cccs2)C(=O)NCCCN2CCOCC2)cc1
→ -3	3	-32	0.7	1	102	-7	0.0	-6	0
Cc1c(Cl)cccc1Nc1ncccc1C(=O)O
→ -6&-5	20&-5	-1&1	1.4&-1.7	1&3	88&101	7&-8	0.1&-0.2	5&6	-1&-3
COc1ccc(NS(=O)(=O)c2cc(C(=O)OC(C)C(=O)N3CCOCC3)ccc2Cl)cc1 (stereo not given)
→ -3	-5	4	-0.2	1	98	12	-0.1	-4	24
CCNCCNC(=O)c1c(O)c2ccccc2n(CC)c1=O
→ -11	-4	5	0.8	-3	100	·	0.0	-2	-2
Cc1cccc(NC(=O)c2cc(S(=O)(=O)N3CCCCC3)c[nH]2)c1
→ -6	-6	8	2.3	3	99	7	-0.1	-8	0
COc1ccc(OC)c(CN2CCN(C(=O)c3ccc(C)c(S(=O)(=O)Nc4ccccc4OC)c3)CC2)c1
→ -4	1	-2	0.3	0	104	1	0.5	-6	-2
COC(=O)c1sc(N)nc1C(C)(C)C
→ ·	2	-4	2.8	5	96	0	0.0	3	3
Cc1ccc2nc(CSc3nnc(-c4ccco4)n3-c3ccccc3)cc(=O)n2c1
→ -4	0	1	1.1	-1	97	-9	-0.5	0	-3
N/C(=N\OC(=O)Nc1cccc(C(F)(F)F)c1)c1ccno1
→ -5	-6	-5	-0.3	0	102	·	-0.1	-3	-4
O=C(CCc1ccc(S(=O)(=O)NCCc2ccccc2)cc1)Nc1ccc2c(c1)OCO2
→ -9	-9	-2	-1.1	-2	97	·	-0.1	-3	-2
Cn1c(=O)[nH]c(=O)c2c1nc(N1CCCCCC1)n2Cc1cccc2ccccc12
→ ·	-3	-2	3.7	-1	112	0	0.2	7	3
O=C(COC(=O)CC1CC2CCC1C2)Nc1ccccc1Cl (stereo not given)
→ -5	-5	0	0.6	1	100	7	0.2	5	3
CC(NC(=O)Cc1cccc(C(F)(F)F)c1)c1ccc(F)cc1 (stereo not given)
→ -21	-1	11	0.2	1	96	-3	0.3	-4	0
O=C1/C(=C/c2ccncc2)N=C2CCCCCN12
→ -17	-2	2	-0.4	6	96	-2	0.0	-1	-2
Cc1cc(C)c(C#N)c(Nc2ccccc2F)n1
→ -2	-5	-9	1.6	3	100	-5	0.1	5	1
O=c1cc[nH]c2c(C(F)(F)F)cccc12
→ 0	-1	5	-1.3	2	101	4	-0.1	9	-2
Nc1nc(SCc2ccc(F)cc2)n[nH]1
→ -21	7	0	-0.7	4	93	-5	0.0	-5	0
CC(=O)Nc1ccc(OS(=O)(=O)c2cc(Cl)ccc2C)cc1
→ -3	-6	-4	-0.3	-1	91	3	-0.2	-3	2

# Record cards, as listed above. Values in the order: CaV13 FRET inh	Cardio protect	PDI turbidity	hiPSC survival	Glyco luc inh	ABCB6 inh 2	Vif inh	aDG glyco up	m5-HT2A agonist	Granule exo inh
# COC(=O)c1sc(N)nc1C(C)(C)C is listed with ·	2	-4	2.8	5	96	0	0.0	3	3
# Nc1nc(SCc2ccc(F)cc2)n[nH]1 is listed with -21	7	0	-0.7	4	93	-5	0.0	-5	0

# Following part.
# Each structure is followed by: CaV13 FRET inh	Cardio protect	PDI turbidity	hiPSC survival	Glyco luc inh	ABCB6 inh 2	Vif inh	aDG glyco up	m5-HT2A agonist	Granule exo inh
COCCC(=O)Nc1ccc2c(c1)CN(C(=O)c1ccc(CSC)o1)CC2
→ -13	1	3	-0.3	1	102	4	0.0	-2	0
CCOC(=O)Cn1c(C)nc2ccccc21
→ 0	-2	2	0.4	2	98	11	-0.1	-3	1
O=C(Nc1cccc(Cl)c1)Nc1c[nH]c(=O)[nH]c1=O
→ -2	4	5	-0.4	2	102	-8	-0.1	6	-4
COC(=O)[C@H](CCSC)NC(=O)NCc1ccccn1
→ -4	1	-4	8.0	3	82	2	-0.3	1	-1
O=C(Nc1ccc(Br)cc1)C1CCCN(S(=O)(=O)c2cccnc2)C1 (stereo not given)
→ 4	-4	-1	-0.5	0	99	0	0.8	-3	-4
CCS(=O)(=O)c1nc2ccccc2n1CC(=O)N1CCOCC1
→ -5	8	-13	-2.3	-2	104	6	0.4	4	-14
CN(C(=O)c1cc2c(=O)n3ccccc3nc2n1C)C1CCCCC1
→ -5	-7	9	-0.4	-4	98	1	0.2	6	-3
COc1cccc(NC(=O)c2ccc(-n3cccn3)nc2)c1
→ -5	-1	-7	-0.9	4	100	-4	0.1	3	1
CCOC(=O)c1ccc(N2C(=O)C3CCCN3C2=S)cc1 (stereo not given)
→ -4	-2	11	0.6	1	101	0	0.2	3	-2
Cc1ccc(CN2CC(C(=O)Nc3ccc(C)c(S(=O)(=O)N4CCCCC4)c3)CC2=O)cc1 (stereo not given)
→ -3	-17	-4	-0.5	-3	93	-14	0.7	0	-6
COc1ccccc1C(=O)NCCN1CCC(n2c(=O)[nH]c3ccccc32)CC1
→ -10	·	·	0.7	·	115	·	0.1	-4	9
COc1ccccc1/C=C/C(=O)Nc1ccc2c(c1)CCC2
→ -6	-4	6	-2.5	-8	93	-1	0.1	-6	6
COC(=O)c1ccccc1S(=O)(=O)N1CCC(C(=O)NCc2ccccn2)CC1
→ -5	-2	-20	-1.2	2	98	6	-0.2	0	-8
CC(C)N(Cc1nc(-c2ccc3c(c2)OCO3)no1)CC1CCC(=O)N1 (stereo not given)
→ 4	5	0	0.6	3	87	-2	-0.1	10	-1
COc1ccc(S(=O)(=O)Nc2cccc(N(C)S(C)(=O)=O)c2)cc1C
→ -6	-21	7	2.9	0	96	·	1.4	2	-4
N#Cc1c(/N=C/c2cccs2)sc2c1CCCCC2
→ -4	-8	-4	-3.6	-7	95	6	-0.3	4	-1
O=C(NNS(=O)(=O)c1ccc(F)cc1)c1ccc(S(=O)(=O)N2CCCCC2)cc1
→ -3	12	3	-1.9	1	112	-18	0.2	2	-2
OCC1(Cc2ccccc2)CCCN(Cc2ccc(-c3ccco3)cc2)C1 (stereo not given)
→ -4	1	13	0.2	-5	105	2	0.5	-9	54
Cc1ccc(Cn2ccc(NC(=O)c3nc4ncccn4n3)n2)cc1
→ -7	0	-9	7.9	1	105	23	0.0	-2	-3
CCOC(=O)N1CCC(NC(=O)C(NS(=O)(=O)c2ccc3c(c2)CCN3C(C)=O)C(C)C)CC1 (stereo not given)
→ ·	1	-2	2.0	0	95	·	0.1	-2	3
COC(=O)c1ccccc1NC(=S)NC(=O)c1ccc2ccccc2c1
→ -3	-8	-3	-2.2	1	102	-2	-0.1	-1	3
CCOc1ccc(/C=N/NC(=O)c2cc3c(OC)cc(OC)c(OC)c3[nH]2)cc1
→ -19	33	-9	-0.5	4	96	-11	0.3	-10	20
Cc1cccc(OCCN2C(=O)C(=O)c3cccc(C)c32)c1
→ -3	15	4	-0.6	1	87	4	0.0	1	3
O=C1c2ccccc2C(O)N1Cc1cccs1 (stereo not given)
→ -9	6	-6	1.4	3	101	-3	-0.3	0	-1
CCOC(=O)C1CCCN(Cc2nc(Cc3ccccc3Cl)no2)C1 (stereo not given)
→ -16	10	2	4.1	-1	93	-1	-0.3	-2	-2
Nc1nc(N2CCCCC2)c(C=O)c(N2CCCCC2)n1
→ -1	4	0	-0.5	0	98	1	0.2	-3	4
Cc1cc(=O)[nH]c(Nc2ccc(N(C)C)cc2)n1
→ -2	4	-3	0.6	-1	99	-1	-0.2	3	-4
O=C(CCN1C(=O)/C(=C/c2ccccc2Cl)SC1=S)NNC(=O)c1cccnc1
→ 3	-9	-8	1.6	-2	101	2	0.1	2	14
O=C(Nc1cccc(S(=O)(=O)Nc2ccc(Cl)cc2)c1)c1ccc2c(c1)OCCO2
→ -5	-29	-4	-2.6	-2	99	-25	4.0	4	50
COc1ccc(CCCNC(=O)CC#N)cc1OC
→ ·	13	0	-1.8	-1	81	-3	0.1	-5	2
CSc1ccccc1N=CC1=C(O)CC(C)(C)CC1=O
→ -6	1	6	1.2	2	100	9	0.4	6	-1
COc1ccc(S(=O)(=O)N2CC3CCCN3c3cc(C(F)(F)F)ccc32)cc1 (stereo not given)
→ 10	-6	-1	6.2	·	90	·	-0.1	-9	13
COC(=O)c1ccc(N(C(=O)c2ccco2)C(C(=O)NC2CCCC2)c2ccco2)cc1 (stereo not given)
→ -7	0	-2	1.3	-1	98	-5	0.7	-7	-2
Cc1ccc(NC(=O)CNC(=O)c2ccc(Oc3ccccc3)cc2)nc1
→ -3	-6	1	0.0	-2	96	7	-0.1	-5	-2
O=C1C=C(NCCc2cc(Br)c(O)c(Br)c2)C(=O)c2ncccc21
→ -7	-20	11	-3.3	-20	101	23	0.5	1	37
COc1ccc(-c2cn(CCO)c(-c3ccncc3)n2)cc1
→ -9	0	-1	-1.4	2	99	-12	-0.2	-4	-1
CCOc1ccc(C2=C(C=C(C#N)C#N)C(c3ccccc3)c3ccccc3O2)cc1 (stereo not given)
→ -5	-6	-12	-0.2	-5	96	-2	0.1	2	-2
O=C(/C=C/c1ccc(Cl)cc1Cl)Nc1cccc(S(=O)(=O)NC2=NCCCCC2)c1
→ -5	-8	-7	-1.2	-4	100	-14	0.0	-3	-3
